Source: PubChem BioAssay (Southern Research Specialized Biocontainment Screening Center)
H1N1 NS1A inhibition – H1N1 influenza NS1A inhibitors, functional cell based assay (AID 504329). NS1A functional cell-based assay, percent inhibition; higher % means a stronger effect. one-dose inhibition, % at 12.5 µM; IC50 in µM for titrated hits. actives 0.3% (n = 340,000); in the data active means a potency from the dose series; inconclusive means inhibition above about 27% without an active follow-up result; further: strong numbers were not always called active
M. tuberculosis – growth inhibition of non-replicating M. tuberculosis (AID 488890); Mycobacterium tuberculosis non-replicating, growth inhibition; higher % means a stronger effect; actives 0.39% (n = 320,000); inhibition, % at 25 µM, or IC50 in µM where a hit was titrated; in the data active means a potency from the dose series; inconclusive means inhibition mostly from about 82% at the one dose, without a potency; inactive means the rest, 99 in 100 with inhibition below about 76%;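 further: plate controls were DMSO cells for no effect and high antibiotic wells for full effect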
PhoP GFP inhibition – PhoP regulon inhibitors, Salmonella typhi PhoP promoter GFP reporter, confirmatory (AID 1850); Salmonella Typhi PhoP-promoter GFP reporter, fluorescence, 4 h; higher % means a stronger effect; one-dose inhibition, % at 50 µM; IC50 in µM for titrated hits; actives 0.33% (n = 310,000); in the data active means a potency from the dose series; inconclusive means inhibition mostly from about 25% at the one dose, without a potency; inactive means the rest, 99 in 100 with inhibition below about 19%;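 further: 0% = induced wells with vehicle and 100% = uninduced wells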
H37Rv inhibition – M. tuberculosis growth inhibition, HTS (AID 449762) | actives 0.59% (n = 330,000) | M. tuberculosis H37Rv growth inhibition, 7H9 media; higher % means a stronger effect | inhibition, % at 25 µM; hits with a dose series show IC50 in µM; in the data active means a potency from the dose series; inconclusive means inhibition above about 70% without an active follow-up result;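 further: bacterial growth assessed after seven days of incubation; strong numbers were not always called active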
VEEV TC-83 Vero – inhibitors of VEEV TC-83 cytopathic effect, confirmation, Vero cells (AID 588727) | Vero cells, VEEV TC-83 cytopathic effect inhibition; higher % means a stronger effect | inhibition, % at 20 µM; hits with a dose series show IC50 in µM | actives 0.13% (n = 350,000); in the data active means a potency from the dose series; inconclusive means inhibition mostly from about 14% at the one dose, without a potency; inactive means the rest, 99 in 100 with inhibition below about 12%; further: strong numbers were not always called active
VEEV TC-83 Vero 10K pilot screen – recorded beside VEEV TC-83 Vero, whose call it bears; inhibition, %; measured here: 10K pilot screen inhibition
Active calls of the source: *; i = inactive; ? = inconclusive; · = not tested or not shown.

SMILES	H1N1 NS1A inhibition	M. tuberculosis	PhoP GFP inhibition	H37Rv inhibition	VEEV TC-83 Vero	others
O=C(CCN1C(=O)c2ccccc2C1=O)Nc1ccccc1C(F)(F)F	15.9%	-5.7%	10.0%	11.1%	0.2%
Cn1ncc(Br)c1C(=O)Nc1ccc(Cl)cn1	8.1%	-13.6%	-1.9%	1.0%	0.2%
O=C(Cn1cnc2ccccc2c1=O)c1ccc(Br)cc1	4.0%	11.9%	-11.7%	-6.1%	3.2%
CCn1c(SCC(=O)Nc2nc3ccc(C)cc3s2)nc2c(c1=O)SC(C)C2 (configuration not stated)	8.7%	-13.7%	0.4%	94.7%	7.7%
COc1cccc(/C=C2/C(=O)NN(c3ccc(F)cc3)C2=O)c1	-3.6%	34.2%	-4.4%	52.0%	1.0%
CC(=O)c1c(C)n(C)c2ccc(OC(=O)c3ccco3)cc12	20.6%	i	5.4%	?	i
O=C(c1sc2cccc(Cl)c2c1Cl)N1CCN(CCc2ccccn2)CC1	-0.1%	24.4%	-8.6%	5.3%	3.2%
Cc1cc(C)cc(NC(=O)NN2C(C)CCCC2C)c1 (configuration not stated)	-4.3%	23.2%	-8.1%	-5.4%	i
COCCNC(=O)COC(=O)/C=C/c1cnc2ccccc2n1	1.4%	29.0%	-3.1%	-3.4%	0.2%	VEEV TC-83 Vero 10K pilot screen=1.5
N#CCCC12CCCCC1=Nc1ccccc12 (configuration not stated)	-1.0%	5.6%	-7.2%	2.9%	5.7%
CCCOC(=O)c1ccc(NC(=O)CC(C)(C)C)cc1	0.5%	76.1%	-1.9%	16.9%	0.7%
Cc1cccc(NC(=O)CN2C(=O)N/C(=C/c3cc(C)n(C)c3C)C2=O)c1	-3.1%	·	·	·	1.4%
O=C(NC1CCCc2ccccc21)C1CCC(CNS(=O)(=O)c2cccc3nsnc23)CC1 (configuration not stated)	27.0%	2.4%	·	-5.0%	2.3%
CCCCCCCc1ccc(-c2ccc(O)cc2)nc1	1.2%	24.6%	-3.7%	6.3%	1.3%
COc1ccccc1CNC(=O)C(C)Oc1ccccc1 (configuration not stated)	-0.5%	19.1%	-8.7%	0.5%	1.1%
O=C(Nc1ccc(F)cc1)c1ccc2c(c1)S(=O)(=O)N=C1CCCCCN12	-3.9%	6.3%	·	7.3%	0.8%
Fc1ccc(F)c(CNc2ncnc3cc(Cl)ccc23)c1	5.2%	1.8%	-2.5%	4.6%	1.7%
Cc1ccc(-n2nc3cc(C)c(NC(=S)NC(=O)/C=C/c4ccco4)cc3n2)cc1	4.0%	-9.3%	-3.7%	1.3%	1.7%
CCCCOc1ccccc1NC(=O)CC1SC(=NCC)N(CC)C1=O (configuration not stated)	-18.2%	10.2%	-8.6%	4.9%	12.5%
COc1cccc(C=Nc2ccccc2C(=O)Nc2nccs2)c1OC	-6.8%	5.7%	-3.6%	-2.7%	3.0%
Brc1ccccc1C1N=C(c2ccccc2)NO1 (configuration not stated)	2.3%	73.5%	8.6%	3.8%	i
O=C(Cn1nnc2c(cnn2-c2ccc(F)cc2)c1=O)OC1CCCCC1	1.6%	?	-1.2%	60.0%	0.9%
CCOC(=O)c1[nH]c2ccccc2c1NC(=O)CN1CCCCC1	-3.5%	-3.5%	7.8%	1.6%	2.3%
Cc1ccc(NC(=O)c2ccc(NS(=O)(=O)c3cccc4cccnc34)cc2)cc1	0.0%	4.8%	6.4%	7.8%	5.2%
CCN(CC)CCNC(=O)c1cn(CCOC)c(=O)c2c1c1ccccc1n2C	-13.8%	4.8%	-7.1%	2.2%	0.2%
(next part)
SMILES	H1N1 NS1A inhibition	M. tuberculosis	PhoP GFP inhibition	H37Rv inhibition	VEEV TC-83 Vero	others
COc1ccc(-n2nc(C(=O)NCc3ccco3)c3c4ccccc4n(C)c3c2=O)cc1Cl	2.0%	-2.7%	6.0%	-6.5%	i
Cc1nc2ccccc2c(=O)n1NC(=O)C1CC1	-22.4%	-1.2%	2.7%	4.8%	0.9%
COc1ccc(CCC(=O)NC2CCCCC2)cc1	-9.8%	0.3%	0.6%	1.7%	1.0%
CCOc1ccccc1C(=O)Nc1cccc(-c2nnc(-c3ccccc3)o2)c1	1.0%	-0.9%	-1.4%	3.4%	9.5%
Cc1cc(-c2csc(NC(=O)c3cccc(S(=O)(=O)N(C)C)c3)n2)c(C)n1-c1ccccc1	-32.7%	16.6%	1.3%	8.1%	2.4%
COC(=O)[C@]1(Cc2ccccc2)N[C@H](CN(C)C(=O)c2ccc(F)cc2)[C@@H]2C(=O)N(C)C(=O)[C@@H]21	5.1%	-0.5%	·	0.3%	3.8%
CC(C)[C@@H](C(=O)NCC1CCC(C(=O)O)CC1)n1nnc2ccccc2c1=O (some centres not stated)	4.7%	-3.5%	2.1%	-2.1%	2.8%
O=C(Nc1cc(C(F)(F)F)ccc1F)C1CCCC1	14.7%	-1.8%	-0.6%	-1.2%	1.1%
C=CCn1c(=N)n(CC(O)c2ccco2)c2ccccc21 (configuration not stated)	3.5%	5.3%	12.1%	3.8%	1.1%
O=C(Nc1ccc(Cl)cc1)c1cccc(OC(=S)N2CCOCC2)c1	-4.3%	-5.2%	-2.9%	1.9%	6.4%
COC(=O)N/N=C/c1ccc(OC(=O)c2ccco2)c(OC)c1	·	13.8%	-4.0%	7.0%	0.8%
CCc1c(C2(O)CCCCC2)[nH]c2ccc(C(=O)OC)cc12	12.5%	-8.2%	3.4%	5.4%	0.7%
O=C(CSc1nnc(-c2ccc(F)cc2)o1)N1CCN(C(=O)c2ccco2)CC1	1.5%	?	-7.3%	42.9%	0.2%
O=C(CCN1C(=O)c2cccc3cccc(c23)C1=O)N1CCN(Cc2ccc3c(c2)OCO3)CC1	11.4%	1.6%	1.3%	4.0%	2.0%
CC(C)c1ccc(S(=O)(=O)N2CCN(C(=O)c3ccncc3)CC2)cc1	-2.9%	-2.2%	·	-10.4%	2.2%
Nc1ccc(C(=O)OCC(=O)N2CCOCC2)cc1[N+](=O)[O-]	4.7%	13.2%	0.0%	1.3%	0.9%
COc1ccccc1N(C)S(=O)(=O)c1ccc(C(=O)OCC(=O)Nc2ccc(C(N)=O)cc2)cc1	-2.6%	-6.8%	·	-12.0%	1.2%
CCOC(=O)c1ccc(OCC(=O)c2ccc(O)cc2O)cc1	-13.3%	78.9%	-10.6%	-6.9%	4.5%
CCCN1CCC(N2CCN(c3ccc([N+](=O)[O-])cc3)CC2)CC1	1.7%	4.0%	-0.3%	5.2%	i
O=S(=O)([O-])CCC[n+]1ccc(Oc2ccccc2)cc1	-1.3%	6.6%	2.0%	35.2%	0.2%
O=[N+]([O-])c1cc([N+](=O)[O-])c(Oc2cccc(Cl)c2Cl)cc1NN1CCCCC1	-5.1%	1.9%	4.7%	10.3%	0.2%
NC(=O)CSc1nc2c(sc(=S)n2-c2ccccc2)c(=O)[nH]1	-1.1%	-11.3%	5.3%	-3.5%	1.2%
CC(C)Oc1cccc(C(=O)NC(=S)Nc2ccccc2N2CCOCC2)c1	-6.4%	4.9%	-3.0%	9.4%	4.5%
C=CCNC(=S)N/N=C/c1cccc([N+](=O)[O-])c1	-2.5%	-11.0%	9.8%	7.0%	3.6%
O=C(NCc1n[nH]c(=S)n1-c1cccc(Cl)c1)c1cccs1	-2.2%	-6.3%	-0.3%	-3.6%	0.8%
Additional results:
SMILES	H1N1 NS1A inhibition	M. tuberculosis	PhoP GFP inhibition	H37Rv inhibition	VEEV TC-83 Vero	others
Cn1cnnc1Sc1nc2ccccc2nc1NS(=O)(=O)c1ccccc1	-1.8%	6.7%	2.2%	14.1%	i
O=C(Cn1nc(CNc2ccc(Br)cc2)[n+]2c1CCCCC2)c1ccc([N+](=O)[O-])cc1	8.0%	?	40.1µM*	64.9%	i
CCOC(=O)C1(CCOc2ccccc2)CCN(Cc2ccc(O)c(OCC)c2)CC1	-0.9%	8.5%	-0.8%	4.5%	i
CC(=O)Nc1ccc(NC(=O)Cn2ccc([N+](=O)[O-])n2)cc1	-1.9%	-7.5%	-2.7%	-3.4%	1.2%
COC(c1ccccc1)c1nnc(CCC(=O)N2CCN(Cc3cccs3)CC2)o1 (configuration not stated)	-6.4%	-0.7%	1.4%	2.0%	1.2%
CCC(CO)NCc1ccc(Br)cc1 (configuration not stated)	8.2%	-8.6%	-1.5%	1.2%	i	VEEV TC-83 Vero 10K pilot screen=0.5
Cc1cccc(NC(=S)NCC(c2cccnc2)N(C)C)c1C (configuration not stated)	-4.8%	-7.2%	-6.0%	4.9%	1.4%
Cc1nc2cc3ccccc3cc2n1C	-6.5%	7.9%	-8.8%	-21.9%	i
COc1ccc(-c2ccc(OC)c([C@H]3[C@H]4C=CC[C@@H](C)[C@@H]4C(=O)N3Cc3ccccc3)c2)cc1OC	-11.9%	15.5%	12.4%	23.9%	5.7%
CCN(CC)c1ccc(C=Nc2ccccc2C)c(O)c1	-0.8%	10.1%	-7.0%	-3.9%	3.2%
CCOc1ccc(NC(=O)C2CC(=O)N(CCc3ccccc3)C2)cc1OC (configuration not stated)	-2.5%	-4.7%	·	-14.8%	0.2%
O=C(N/N=C/c1ccc([N+](=O)[O-])cc1)c1cc(C2CC2)nc2ccccc12	-14.8%	10.5%	-2.6%	0.6%	5.6%
Cc1nn(-c2ccccc2)c2c1C(c1ccc(Br)s1)C(C#N)=C(N)O2 (configuration not stated)	76.2µM*	·	·	·	1.5%
CC(c1ccccc1)n1cc(C(=O)NCCCn2ccnc2)nn1 (configuration not stated)	1.8%	-10.8%	-3.1%	-14.2%	2.5%
Cc1nc(Sc2ccc(Br)cc2)c(C#N)c(C)c1[N+](=O)[O-]	3.4%	32.3%	10.2%	7.8%	6.4%
CCOC(=O)N1CCN(C(=O)c2ccc3c(c2)N(Cc2ccccc2)CCS3)CC1	-0.4%	-7.0%	-4.9%	-3.0%	7.8%
COc1cccc(CNCc2ccccn2)c1OC	4.9%	-5.6%	4.6%	9.1%	i
Cc1noc(C)c1CSc1nc2cc(S(=O)(=O)N3CCOCC3)ccc2o1	-4.3%	-0.4%	17.7%	3.3%	3.4%
c1cc(CNCCNCc2ccncc2)ccn1	-13.5%	·	·	·	0.9%
CCN1CCN(Cc2ccc(NC(=O)c3cc(NC(=O)c4cncc(-c5cccs5)c4)cc(OC)c3)cc2C(F)(F)F)CC1	·	?	-6.6%	10.2µM*	i
COc1cccc(N2CCN(C(=O)c3cc(-c4ccc(F)cc4)[nH]c3C)CC2)c1	-1.0%	-14.6%	-1.5%	-1.1%	2.3%
O=C(Cn1cncn1)NCc1ccccc1Br	-7.6%	-20.3%	-8.9%	-1.9%	0.4%
Cc1ccccc1NC(=O)CN(C)S(=O)(=O)c1cccc2cccnc12	0.0%	12.2%	-9.6%	0.5%	8.0%
COc1ccccc1N1CCN(S(=O)(=O)CCNC(=O)Cc2ccc(F)cc2)CC1	-2.3%	-4.3%	-0.2%	-2.0%	7.3%
O=C1c2ccccc2C(=O)N1CCC#Cc1ccc2cc(CCCO)oc(=O)c2c1	-4.0%	·	·	8.3%	1.1%

Compounds shown so far containing a CF3 group, in the order listed:
SMILES	H1N1 NS1A inhibition	M. tuberculosis	PhoP GFP inhibition	H37Rv inhibition	VEEV TC-83 Vero	others
O=C(CCN1C(=O)c2ccccc2C1=O)Nc1ccccc1C(F)(F)F	15.9%	-5.7%	10.0%	11.1%	0.2%
O=C(Nc1cc(C(F)(F)F)ccc1F)C1CCCC1	14.7%	-1.8%	-0.6%	-1.2%	1.1%
CCN1CCN(Cc2ccc(NC(=O)c3cc(NC(=O)c4cncc(-c5cccs5)c4)cc(OC)c3)cc2C(F)(F)F)CC1	·	?	-6.6%	10.2µM*	i

A portion taken from the entries so far, for reference:
SMILES	H1N1 NS1A inhibition	M. tuberculosis	PhoP GFP inhibition	H37Rv inhibition	VEEV TC-83 Vero	others
Cn1cnnc1Sc1nc2ccccc2nc1NS(=O)(=O)c1ccccc1	-1.8%	6.7%	2.2%	14.1%	i
O=C(Cn1nc(CNc2ccc(Br)cc2)[n+]2c1CCCCC2)c1ccc([N+](=O)[O-])cc1	8.0%	?	40.1µM*	64.9%	i
CCOC(=O)C1(CCOc2ccccc2)CCN(Cc2ccc(O)c(OCC)c2)CC1	-0.9%	8.5%	-0.8%	4.5%	i
CC(=O)Nc1ccc(NC(=O)Cn2ccc([N+](=O)[O-])n2)cc1	-1.9%	-7.5%	-2.7%	-3.4%	1.2%
COC(c1ccccc1)c1nnc(CCC(=O)N2CCN(Cc3cccs3)CC2)o1 (configuration not stated)	-6.4%	-0.7%	1.4%	2.0%	1.2%
